# From PubChem
# SR-BI DiI-HDL act: activators of SR-BI mediated DiI-HDL uptake, primary screen, ldlA[mSR-BI] CHO cells, DiI fluorescence; 3 h; 100 = double the neutral-control signal; 320,000 tested, 0.096% active; activation, % at 12.5 µM;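 active = mean replicate activation of at least 60% and every replicate at or above 60%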;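 note: 0% = median plate neutral-control signal and 100% = twice that signal; values of inactives mirror those of a sister screen read the other way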
#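 Material: SR-BI-overexpressing, LDLR-lacking CHO cells | Dosing: Single compound concentration, delivered by pin transfer | Probe or stimulus: Labelled HDL, 10 µg/mL | Signal: Bottom-read cell fluorescence after medium removal, ex 550/em 595 nm | Schedule: 3 h, 37 °C | Evaluation: HDL uptake via cellular fluorescence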
# Arr AP2 block: inhibitors of beta-arrestin/AP2 binding, primary screen, biochemical, GPCR trafficking, flow cytometry; beta-arrestin 1 C-terminal peptide binding to AP2 beta2-adaptin appendage (human); FITC-arrestin peptide / GST-AP2 beads; AP2 beta2 appendage carries R879A mutation; inhibition, % at 10 µM; 340,000 tested, 0.31% active; AID 504490, 2011;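 active = inhibition above a set limit, near 3 SD of compounds lacking own fluorescence, cut at about 54% in these data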;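 note: plate controls were DMSO wells for no effect and 5 µM unlabelled arrestin peptide for full effect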
#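 System: GST-AP2 R879A glutathione beads. Medium: PBS with 0.05% Tween 20 and 0.1% BSA. Also added: FITC-arrestin peptide, 50 nM. Incubation: 12 min plus 1 h, RT. Measured by: high-throughput flow cytometry of beads, ex 488, em 535 nm. Evaluation: percent drop in bead-associated FITC signal.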
# C-LANA FP: inhibitors of KSHV C-LANA binding to DNA, primary screen, biochemical, fluorescence polarization, FAM-LBS DNA, MBP-C-LANA, single point | Kaposi's sarcoma herpesvirus LANA C-terminal domain (residues 932-1162) DNA binding | inhibition, % at 9 µM | 340,000 tested, 0.078% active;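 active = highest replicate inhibition at or above 60% at 9 µM, even if other replicates fall short; inactive = all replicates below 60% inhibition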;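 note: 0% = neutral control wells and 100% = 4 µM acridine orange control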
# DAGLB inhibitor: DAGLB lipase inhibitors, primary screen, biochemical, fluorescence, HTS. HEK293T DAGLB membrane lysate, EnzChek fluorogenic substrate. AID 504411, 2011. inhibition, % at 5.17 µM. 340,000 tested, 0.059% active; in the data active = inhibition above about 34%;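 note: 0% = enzyme with vehicle and 100% = wells lacking enzyme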
# PvdQ acylase: P. aeruginosa PvdQ acylase inhibitors, primary screen, biochemical, fluorescence, plate reader and imaging, single point; PvdQ acylase [Pseudomonas aeruginosa LESB58]; purified PvdQ acylase; inhibition, % at 10 µM; 340,000 tested, 0.063% active; AID 488965, 2010; in the data active = inhibition above about 30%, passing the limit was not always enough;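 note: 0% = vehicle neutral wells and 100% = reference inhibitor wells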
# Keap1 Nrf2 FP: Keap1-Nrf2 protein-protein interaction inhibitors, primary screen, biochemical, fluorescence polarization, single point; AID 504523, 2011; 340,000 tested, 0.15% active; Keap1 Kelch-Nrf2 peptide fluorescence polarization, 1536-well; inhibition, % at 9.4 µM; in the data active = inhibition above about 12%;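 note: human Keap1 Kelch domain with fluorescein labeled Nrf2 9mer peptide probe; 0% = neutral control wells and 100% = peptide positive control; higher means more block of Keap1 binding to Nrf2 peptide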
# Target sequence (Q14145 whole entry, looked up, the tested form may be a part): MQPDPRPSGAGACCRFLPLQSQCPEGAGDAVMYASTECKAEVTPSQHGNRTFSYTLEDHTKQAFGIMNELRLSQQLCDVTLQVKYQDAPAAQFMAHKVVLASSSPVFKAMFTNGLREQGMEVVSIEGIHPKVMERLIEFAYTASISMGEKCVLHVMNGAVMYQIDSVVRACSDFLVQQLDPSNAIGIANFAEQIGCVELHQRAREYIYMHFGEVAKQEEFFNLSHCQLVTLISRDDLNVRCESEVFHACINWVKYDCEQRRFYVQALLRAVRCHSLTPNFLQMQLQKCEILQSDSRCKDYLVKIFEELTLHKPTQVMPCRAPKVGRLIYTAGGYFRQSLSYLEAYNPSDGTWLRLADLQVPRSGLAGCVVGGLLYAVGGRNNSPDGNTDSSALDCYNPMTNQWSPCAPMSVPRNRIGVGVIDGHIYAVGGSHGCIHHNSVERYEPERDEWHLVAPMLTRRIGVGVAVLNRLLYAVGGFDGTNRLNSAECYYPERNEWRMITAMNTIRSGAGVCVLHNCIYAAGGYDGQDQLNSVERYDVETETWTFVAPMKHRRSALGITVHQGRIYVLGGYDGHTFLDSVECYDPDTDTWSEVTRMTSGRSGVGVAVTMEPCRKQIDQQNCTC
# RTF Ca sens inh: cardiac RTF calcium sensitivity inhibitors, primary screen, biochemical, IANBD-TnC fluorescence, EC70 calcium; 340,000 tested, 0.12% active; IANBD-labeled cardiac RTF, Ca2+ fluorescence; inhibition, % at 7.15 µM; Troponin I, cardiac muscle (Homo sapiens) + Troponin T, cardiac muscle (Homo sapiens) + …;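 active = inhibition above the mean inhibition of all tested compounds plus 3 SD, cut at about 17% in these data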;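 note: assay run at fixed EC70 calcium of 1.6 mM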
# NSD2 HMT inh: NSD2 histone methyltransferase inhibitors, primary screen, biochemical, AlphaScreen, single concentration, set 2; Histone-lysine N-methyltransferase NSD2 (Homo sapiens), O96028; NSD2 peptide methylation, 120 min; inhibition, % at 12.5 µM; 310,000 tested, 0.54% active; AID 743445, 2014; in the data active = inhibition above about 50%
# SR-BI DiI inh: inhibitors of SR-BI mediated HDL lipid uptake, primary screen, ldlA[mSR-BI] cells, fluorescence, single point; Scavenger receptor class B member 1 (Mus musculus), Q61009; ldlA[mSR-BI] CHO cells, DiI-HDL uptake fluorescence, 3 h; inhibition, % at 12.5 µM; 320,000 tested, 0.96% active;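 active = mean replicate inhibition of at least 70% and a set share of replicates each scoring 70 or more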;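 note: 0% = median of neutral control wells and 100% = median of positive control wells; values of inactives mirror those of a sister screen read the other way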
# Target sequence (Q61009 whole entry, looked up): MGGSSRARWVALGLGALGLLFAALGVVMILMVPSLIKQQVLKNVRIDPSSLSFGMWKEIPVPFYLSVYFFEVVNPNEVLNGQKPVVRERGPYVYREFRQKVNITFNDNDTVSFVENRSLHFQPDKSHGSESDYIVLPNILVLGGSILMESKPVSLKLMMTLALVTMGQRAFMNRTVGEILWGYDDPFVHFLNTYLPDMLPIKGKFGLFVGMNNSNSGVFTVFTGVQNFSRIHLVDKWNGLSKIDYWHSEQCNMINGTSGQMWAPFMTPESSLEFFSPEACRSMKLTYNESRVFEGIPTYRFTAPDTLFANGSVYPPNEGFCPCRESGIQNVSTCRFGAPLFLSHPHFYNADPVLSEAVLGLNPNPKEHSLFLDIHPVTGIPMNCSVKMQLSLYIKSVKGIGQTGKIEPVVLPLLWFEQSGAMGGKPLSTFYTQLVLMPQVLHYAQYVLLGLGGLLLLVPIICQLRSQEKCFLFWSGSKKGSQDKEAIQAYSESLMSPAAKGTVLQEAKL
# PKA-R2B activ: activators of PKA-R2B holoenzyme, primary screen, biochemical, fluorescence polarization, Cy5-IP20, human. cAMP-dependent protein kinase catalytic subunit beta (Homo sapiens) + cAMP-dependent …. PKA-R2B holoenzyme dissociation; R2B truncated from residue 108, S112A mutant; 0% DMSO only, 100% 113 µM cGMP. activation, % at 11.4 µM. 340,000 tested, 0.079% active. AID 504700, 2011;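 active = activation above a cutoff set at the mean over all compounds plus 3 SD, cut at about 18% in these data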;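 note: higher means more holoenzyme dissociation and a rise in polarization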
# * marks the source's active call; other numbers are inactive results; x = not tested or not shown.
SMILES,SR-BI DiI-HDL act,Arr AP2 block,C-LANA FP,DAGLB inhibitor,PvdQ acylase,Keap1 Nrf2 FP,RTF Ca sens inh,NSD2 HMT inh,SR-BI DiI inh,PKA-R2B activ
CCn1c(-c2cc(Br)ccc2O)n[nH]c1=S,7,-3,0.5,3,-5,-7,-6,-8,-7,7
COc1ccc(CCNC(=O)C2CC(=O)N(C3CCCCC3)C2)cc1OC (centres undefined),11,-10,-0.6,-1,-12,-5,-7,1,-11,-4
Clc1ccc(-c2csc(Nc3ccccc3)[n+]2Cc2ccco2)c(Cl)c1,-17,-7,0.9,-13,-12,-9,5,-1,17,-5
COc1cc2c(cc1OC)CN(C(=O)CN1CCN(S(=O)(=O)c3ccccc3Br)CC1)CC2,-29,2,-0.3,-3,-12,0,-2,0,29,2
O=C(NNC(=O)C1CCN(C(=O)Nc2ccccc2)CC1)c1ccc([N+](=O)[O-])cc1,14,4,-0.2,-2,2,-4,-8,-1,-14,0
COc1ccc(OC)c(S(=O)(=O)N2CCCC2C(=O)NC(C)c2ccccc2)c1 (centres undefined),12,-6,1.9,1,-20,-3,2,1,-12,-4
Cc1cccc(CC2S/C(=N/c3cccc(C)n3)NC2=O)c1 (centres undefined),-2,5,1.2,-5,-18,-3,-8,-4,2,-6
COc1ccc(CN2CC(C(=O)NCCCN3CCCCC3)CC2=O)cc1 (centres undefined),4,33,0.4,4,-4,-1,-12,13,-4,3
Fc1cccc(CSc2ccc(-c3ccc4c(c3)OCO4)nn2)c1,26,2,-0.2,-12,-16,-5,1,-2,-26,-14
COc1ccc(S(=O)(=O)N(C)C)cc1NC(=O)CCCSc1ccccc1,x,-5,-1.3,0,-11,-5,2,-2,x,-7
Cc1ccc(NC(=O)C2(c3ccccc3)CCOCC2)cc1,7,49,0.8,0,3,-2,7,-2,-7,-3
Cc1cc(C)cc(NC(=S)N2CCC(N(C)CC3CCCO3)CC2)c1 (centres undefined),-6,7,2.1,3,-14,-3,2,9,6,-4
CCCCN(C)C(=O)CCC(=O)Nc1ccc2nc(N3CCN(C)CC3)cc(C)c2c1,5,22,-1.0,-2,4,3,-3,x,-5,-1
CCOc1ccc(C(=O)N2CCN=C2SC)cc1OCC,22,33,0.3,0,-4,-2,-2,3,-22,-4
CN(C)CCCN(Cc1ccc2c(c1)OCO2)C(=O)NC1CCCCC1,2,16,2.0,-1,-20,-2,-3,6,-2,-6
C=CC(C)(C)c1c2occc2c(O)c2ccc(=O)oc12,17,19,1.5,2,4,-6,2,x,-17,13
CCOCc1c(C(=O)OCC(=O)/C(C#N)=C(\C)N)oc2ccccc12,-21,14,0.7,-1,4,1,5,-3,21,-13
O=[N+]([O-])c1cccc(-c2ccc(CN3CCN(c4ccccc4)CC3)o2)c1,-12,3,-0.5,-4,0,-2,3,0,12,1
CCCn1nnc(NC(=O)c2ccccc2Cl)n1,10,3,1.2,1,-12,2,-3,0,-10,-1
CC(C)OCCCn1c(=O)c2ccccc2n2c(CCC(=O)O)nnc12,8,1,-0.1,-2,4,-5,4,-1,-8,-1
COc1ccccc1CCNC(=O)c1cc(-c2ccncc2)nc2ccc(Br)cc12,-77,27,1.5,-4,-7,-1,2,0,77*,13
COc1cccc(C2c3[nH]c4ccccc4c3CCN2Cc2cnc(C)s2)c1OC (centres undefined),-33,28,2.5,-7,3,0,-6,1,33,5
O=C(CSc1nnc2sc3ccccc3n12)N1CCN(c2ccccc2)CC1,26,16,-2.2,2,0,-4,-3,3,-26,-1
Cc1ccc(OCCNS(=O)(=O)c2ccc(N3CCCC3=O)cc2)cc1C,23,-4,-1.2,-2,4,5,-2,x,-23,-4
N#Cc1ccccc1S(=O)(=O)N1CCN(C(=O)CCNS(=O)(=O)c2ccc(Cl)cc2)CC1,-11,-7,-1.8,1,-6,-1,-14,-3,11,-8
SMILES,SR-BI DiI-HDL act,Arr AP2 block,C-LANA FP,DAGLB inhibitor,PvdQ acylase,Keap1 Nrf2 FP,RTF Ca sens inh,NSD2 HMT inh,SR-BI DiI inh,PKA-R2B activ
COc1cc(OC)c(C(=O)NCC2CCCO2)cc1OC (centres undefined),24,7,-5.6,2,-16,-3,-1,-4,-24,-10
CSc1nncc(/C(C)=N\Nc2cccc(C)c2)n1,-38,2,-1.3,-2,-13,-3,-9,21,38,7
CC(NC(=O)CNC(=O)C1CCCCC1)c1ccc(S(N)(=O)=O)cc1 (centres undefined),x,1,1.6,-1,-5,-3,-14,-1,x,-1
COc1cccc(NC(=O)c2cn(C)c(=O)c3cc(OC)c(OC)cc23)c1,-1,-13,-0.7,-1,-13,-3,-2,36,1,-9
CCCSc1ccc([C@@H]2[C@@H]3C(=O)N(CC)C(=O)[C@@H]3[C@]3(C(=O)OC)CCCCN23)cc1,28,2,-0.7,-11,4,5,-4,x,-28,-22
O=c1[nH]c(/C(Cl)=C/c2cccc(C(F)(F)F)c2)nc2cc(Cl)ccc12,33,33,1.5,1,-11,-5,-16,-2,-33,-8
Nc1ccc(CCC(=O)N2CCCC2)cc1,7,10,0.4,1,-8,-5,-12,-1,-7,12
Cc1cccnc1NC(=O)c1ccc(NS(=O)(=O)/C=C/c2ccccc2)cc1,11,-17,0.8,2,-11,-2,0,9,-11,-3
CSc1nc(N)nc2c1ncn2CC(=O)NCc1ccccc1,4,8,-1.5,-2,-9,2,2,x,-4,8
CC(=O)C1=C(C)N(CC2CC2)C(=O)N[C@H]1c1ccccc1,25,6,0.4,0,-16,-3,12,x,-25,3
O=C1C=CC(=O)C(C2=C3C(=O)N(CCc4ccccc4)CC(=O)N3CCC2)=C1,-10,x,x,x,1,x,x,1,10,x
Cc1ccc(-c2cc3ccccc3nc2N)cc1,-2,9,-2.2,1,-13,-2,0,-5,2,-4
Cc1ccc(NC(=O)CN2CCCC2c2cccn2C)cc1C (centres undefined),-13,7,-5.0,0,5,-10,-5,4,13,-13
O=C(CSc1nc2ccccc2o1)N1CCN(S(=O)(=O)c2ccc3ccccc3c2)CC1,-10,-21,-2.1,0,13,4,-10,25,10,-14
O=C(CCc1ccc(S(=O)(=O)N2CCOCC2)cc1)N1CCN(Cc2ccc3c(c2)OCO3)CC1,-13,22,-2.6,-1,-2,0,2,4,13,1
Cn1nc(C(F)(F)F)c(-c2ccc(Br)cc2)c1NC(=O)CSCC(=O)O,10,10,0.2,3,-2,-4,1,20,-10,13
C#CCNC(=O)C1=C[C@@H](c2ccc(C(F)(F)F)cc2)C[C@@H](OCc2ccc(CO)cc2)O1,-3,2,-1.8,2,-8,-4,-1,x,3,-16
Cn1ccnc1Sc1ccc(/C=N/NC(=O)c2ccccc2[N+](=O)[O-])cc1[N+](=O)[O-],15,-7,0.6,8,-8,-2,-2,11,-15,-7
CCCC(c1nnnn1CC(=O)OCC)N(Cc1cc2ccc(C)cc2[nH]c1=O)C1CCCC1 (centres undefined),0,12,2.0,-5,10,-7,3,-1,0,-3
CCN(CC)c1nc2ccccc2nc1-n1nc(C)cc1C,-19,3,0.6,-9,-12,0,-4,-5,19,5
COc1cc(NC(=O)CN(C)S(=O)(=O)c2ccc3c(c2)CC(C)N3C(C)=O)cc(OC)c1OC (centres undefined),-6,13,0.2,3,-7,4,-8,-6,6,-15
CC(Sc1nnnn1-c1ccccc1)C(=O)Nc1ccc(Cl)cn1 (centres undefined),-16,23,-0.8,0,-6,-1,-6,0,16,8
CCCOc1ccc(C(O)C(CN2CCOCC2)c2ccccc2)cc1 (centres undefined),2,-5,0.2,0,-11,2,-16,8,-2,10
C=CCOC(=O)/C(=C\c1cccc2ccccc12)NC(=O)c1ccccc1,-2,-9,0.8,-9,15,2,14,0,2,3
O=C(NCc1cccnc1)[C@@H]1CC=C[C@@H]2CCN(Cc3ccc(Cl)c(Cl)c3)C(=O)[C@@H]21,29,14,-0.3,-2,10,-2,2,x,-29,-16

# 3 structures already listed, arranged by length of the SMILES, descending.
SMILES,SR-BI DiI-HDL act,Arr AP2 block,C-LANA FP,DAGLB inhibitor,PvdQ acylase,Keap1 Nrf2 FP,RTF Ca sens inh,NSD2 HMT inh,SR-BI DiI inh,PKA-R2B activ
O=C(NNC(=O)C1CCN(C(=O)Nc2ccccc2)CC1)c1ccc([N+](=O)[O-])cc1,14,4,-0.2,-2,2,-4,-8,-1,-14,0
CCCn1nnc(NC(=O)c2ccccc2Cl)n1,10,3,1.2,1,-12,2,-3,0,-10,-1
Nc1ccc(CCC(=O)N2CCCC2)cc1,7,10,0.4,1,-8,-5,-12,-1,-7,12

# The list continues.
SMILES,SR-BI DiI-HDL act,Arr AP2 block,C-LANA FP,DAGLB inhibitor,PvdQ acylase,Keap1 Nrf2 FP,RTF Ca sens inh,NSD2 HMT inh,SR-BI DiI inh,PKA-R2B activ
COc1cc2c(cc1OC)CN(C(=O)CSc1ccccc1C)CC2,-20,27,0.2,-6,8,-3,-7,1,20,-5
CCOc1ccccc1NC(=O)CSc1ccccc1,-22,-1,-0.7,-5,-11,-1,-3,-4,22,-3
NC(=O)N/N=C/c1ccc(-n2nncc2-c2ccc(Cl)cc2)cc1,-37,-7,1.2,0,-12,-4,0,9,37,-11
O=C(C[n+]1ccc(/C=N/O)cc1)NC(=O)Nc1ccccc1,-5,1,-0.8,0,-13,2,1,-1,5,6
COc1ccc(NCc2nnc(SCC(=O)c3ccc(OC)cc3)n2C)cc1,-37,28,-1.0,5,-6,-1,6,1,37,-5
CC1(C)CC(=O)C(C=NCCN2CCN(C3CC(=O)N(c4cccc(Br)c4)C3=O)CC2)=C(O)C1 (centres undefined),-1,6,1.1,1,-6,-2,4,-1,1,4
NNC(=S)NC1CC2CC1C1C=CCC21 (centres undefined),9,-4,-0.3,-4,-1,-4,-3,1,-9,3
CCOC(=O)N1CCN(Cc2nc(N)nc(Nc3ccc(Cl)cc3)n2)CC1,-3,5,-0.3,-15,1,-6,6,-1,3,8
COc1ccccc1NC(=O)c1cc2n(n1)C(C(F)(F)F)CC(c1ccc3c(c1)OCO3)N2 (centres undefined),-24,-5,0.3,-5,-14,0,1,1,24,-12
COc1ccc(CC(=O)c2ccc(O)cc2O)cc1OC,22,0,0.0,2,-1,4,7,x,-22,9
